Source: PubChem BioAssay
FEN1 inh: qHTS Assay for the Inhibitors of Human Flap endonuclease 1 (FEN1). Recombinant FEN1 flap cleavage, fluorescence, 15 min. actives 0.35% (n = 390,000). Potency, µM (series often up to 114 µM), without a hit: top-dose activity change, negative = inhibition, actives largely listed as inhibitors. AID 588795, 2011; further: nearly all actives have a fitted effect of over 65% in size
Target sequence (P39748 whole entry, looked up): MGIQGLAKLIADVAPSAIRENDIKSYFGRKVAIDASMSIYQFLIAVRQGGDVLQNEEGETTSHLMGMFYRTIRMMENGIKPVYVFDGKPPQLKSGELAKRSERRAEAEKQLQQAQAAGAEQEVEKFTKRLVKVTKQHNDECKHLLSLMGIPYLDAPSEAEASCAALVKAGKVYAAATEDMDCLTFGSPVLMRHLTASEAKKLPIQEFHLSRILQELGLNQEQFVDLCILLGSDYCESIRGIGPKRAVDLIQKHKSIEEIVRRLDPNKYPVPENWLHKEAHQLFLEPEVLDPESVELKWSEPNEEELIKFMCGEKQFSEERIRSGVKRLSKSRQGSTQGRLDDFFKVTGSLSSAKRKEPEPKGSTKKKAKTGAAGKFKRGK
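Compounds are tested as a concentration series against 10 nM FEN1; after a 15 min room-temperature preincubation, 50 nM substrate starts cleavage, with plate reads at 0 and 15 min. Normalized responses are fitted by a Hill equation.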
KAT2A inh: qHTS Assay for Inhibitors of GCN5L2 | Histone acetyltransferase KAT2A (Homo sapiens), Q92830 | GCN5L2 HAT assay, ThioGlo1 CoA-SH fluorescence | Potency, µM (highest dose often 58.9 µM), for inactives: at the top dose activity change, negative = inhibition, hits mostly inhibitors | actives 0.21% (n = 390,000) | AID 504327, 2011
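Free CoA generated was detected with ThioGlo1 (50uM) fluorescence at Ex340nm/Em540nm, read immediately and after 20 min at room temperature. Enzyme, 20 nM in HEPES pH 7.5 buffer, saw compounds 15 min before adding 75uM H3(1-25) peptide and 70uM acetyl-CoA.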
TDP1 cell CPT: qHTS for Inhibitors of human tyrosyl-DNA phosphodiesterase 1 (TDP1): qHTS in cells in presence of CPT. chicken DT40 Tdp1-/-;hTDP1 cells + 20 nM CPT, ATP luminescence, 48 h. Potency, µM (doses to about 46.2 µM), for inactives: top-dose activity change, negative = growth inhibition, most hits filed as inhibitors. actives 12% (n = 420,000); further: nearly all actives have a fitted effect of over 55% in size
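Chicken DT40 Tdp1-/- cells complemented with human TDP1, 400 cells/well, exposed to compounds plus 20 nM camptothecin for at least 48 h at 37 C; viability read as ATP content by CellTiter-Glo luminescence.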
* marks the source's active call; other numbers are inactive results; ? = inconclusive; · = no result given; & = joins results of further samples; [ ] = dose if it differs, or a comment. The call rests on the fitted dose curve; in most records, active means well fitted curve in the direction sought with a large enough effect; inconclusive means small, poorly fitted or top-dose-only effect, or another doubt; inactive means no such curve, though single readings can be large; an effect the other way counts as inactive or inconclusive. On the % scale 0 is the no-effect control and ±100 the full control effect; potency means the concentration at half of the fitted maximal effect. An excerpt; rates above refer to the full screens.

Structure | FEN1 inh | KAT2A inh | TDP1 cell CPT
COc1cccc(Nc2ncc3nc(-c4cccs4)c(=O)n(Cc4cccs4)c3n2)c1 | · | -16% | 0%
O=C1CN(C(=O)COc2ccc(Cl)c(Cl)c2)c2ccccc2N1 | 5% | 3% | -10%
CCNS(=O)(=O)c1cccc(C(=O)c2c(C)cc3ccccn23)c1 | 9% | -9% | ?
CC(=O)Nc1ccc(OC(=O)c2ccco2)cc1 | 1% | 4% | -6%
CC(C)NC(=O)c1[nH]nc2c1CCc1ccccc1-2 | 10% | -12% | -23%
O=C(NC1(C(F)(F)F)NC(=O)N(Cc2ccccc2)C1=O)c1cccnc1 (configuration not stated) | 12% | -7% | 10%
Cc1cccc(NC(=O)CCCN2C(=S)NC(C)(C)CC2C)c1C (configuration not stated) | 1% | 0% | 5%
O=C(NC1CCCCC1)c1ccc(CNc2c(N3CCOCC3)c(=O)c2=O)cc1 | 20% | -3% | 2%
Cc1c(C)c(C)c(C(=O)CCc2cccc(NC(=O)CCC(=O)O)c2)c(C)c1C | -15% | 5% | -28%
Cc1ccc(C)c(NS(=O)(=O)c2cc(C(=O)N3CCCC3)ccc2Cl)c1 | 1% | -1% | 4%
CS(=O)(=O)c1ccc(C(=O)N2CC(=O)Nc3ccccc32)cc1 | -5% | -6% | -12%
Cc1csc(NC(=O)CSc2nc3[nH]ncc3c(=O)[nH]2)n1 | 13% | 0% | ?
CC1CCC2(CC1)NC(=O)N(CC(=O)NCc1ccc(Cl)cc1)C2=O (configuration not stated) | 2% | -3% | -26%
Cc1ccc(NC(=O)Cn2c(=O)n(-c3ccccc3)c(=O)c3ccc(C(=O)NCc4ccc5c(c4)OCO5)cc32)cc1 | 16% | -9% | ?
COc1ccc(C(=O)Nc2cc(C)nc3ccccc23)cc1OC | -9% | -2% | -16%

Five compounds already listed, sorted by molecular weight, high to low.
Structure | FEN1 inh | KAT2A inh | TDP1 cell CPT
COc1cccc(Nc2ncc3nc(-c4cccs4)c(=O)n(Cc4cccs4)c3n2)c1 | · | -16% | 0%
O=C(NC1CCCCC1)c1ccc(CNc2c(N3CCOCC3)c(=O)c2=O)cc1 | 20% | -3% | 2%
CC1CCC2(CC1)NC(=O)N(CC(=O)NCc1ccc(Cl)cc1)C2=O (configuration not stated) | 2% | -3% | -26%
O=C1CN(C(=O)COc2ccc(Cl)c(Cl)c2)c2ccccc2N1 | 5% | 3% | -10%
COc1ccc(C(=O)Nc2cc(C)nc3ccccc23)cc1OC | -9% | -2% | -16%

(cont.)
Structure | FEN1 inh | KAT2A inh | TDP1 cell CPT
COc1cc(C(=O)OCC#N)ccc1OCc1c(C)noc1C | 14% | -6% | ?
Cc1cc(C)cc(-n2c(SCC(=O)N3CCC(C)CC3)nc3c([nH]c4ccccc43)c2=O)c1 | 23% | -6% | -3%
Cc1ccc(C)c(S(=O)(=O)Nc2ccccc2C(=O)Nc2cc(C)on2)c1 | -2% | -12% | 16µM*
CCOC(=O)c1ccc(CN(Cc2ccc(Br)cc2)S(=O)(=O)c2cccc(C(F)(F)F)c2)cc1 | -8% | -13% | ?
Cc1nn(C)cc1/C=N/O | 3% | · | -19%
Cc1noc(C)c1COc1ccccc1C(=O)N1CCN(S(=O)(=O)c2ccccc2Br)CC1 | -3% | · | 16µM*
Cc1noc(C)c1-c1nc(Nc2ccncc2)c2ccccc2n1 | · | -18% | -12%
O=C(NNC(=S)NC(=O)c1ccccc1)c1cccc([N+](=O)[O-])c1 | -3% | 3% | ?
CCOc1ccc(/C=N/OCC(=O)Nc2cc(S(=O)(=O)N3CCOCC3)ccc2OC)cc1 | -15% | · | -11%
Cc1ccc(C(=O)Nc2nc3ccc(Cl)cc3s2)o1 | 1% | · | -7%
CCCNC(=O)CS(=O)(=O)Cc1nc(-c2ccccc2C)oc1C | -2% | 3% | -23%
O=C1CCC(=O)N1OCCOc1ccccc1 | 12% | -1% | 32%[activator]
CCN(Cc1ccncc1)C(=S)NCc1ccccc1 | -1% | -15% | 0%
CCc1ccc(S(=O)(=O)NCc2csc(-c3cccnc3)n2)s1 | 15% | -2% | -18%
O=C1C2CC=CCC2C(=O)N1c1cccc(OS(=O)(=O)c2ccc3ccccc3c2)c1 (configuration not stated) | 1% | -27%[0.501 µM] | ?
Oc1oc(-c2cccc3ccccc23)nc1/C=N/c1nccs1 | 2% | -8% | ?
CCN1CCN(S(=O)(=O)c2ccc(Cl)c(C(=O)NC(C)(C)C)c2)CC1 | 13% | -2% | -18%
O=C(CN(C(=O)c1csnn1)c1ccccc1)NCCc1ccccc1 | 5% | -1% | 0%
Nc1nc(SCC(=O)N2CCCCC2)[nH]c(=O)c1NC(=O)c1ccccc1F | 3% | 1% | 3%
COC(=O)c1ccc(/C=C2\CCn3c2nc2cc(C(=O)O)ccc2c3=O)cc1 | -2% | ? | ?
Cc1c(C(=O)OCC(=O)N(C)C2CCS(=O)(=O)C2)oc2ccc(Br)cc12 (configuration not stated) | 13% | -12% | ?
CCc1ccc(/C=N/NC(=O)c2cc(-c3cccc([N+](=O)[O-])c3)n[nH]2)cc1 | -16% | -6% | 3.7µM*
COc1cc(OC)c(C(=O)NC2CCCc3ccccc32)cc1OC (configuration not stated) | -10% | -3% | ?
O=C(NC1CS(=O)(=O)CC1NCc1ccccc1)c1ccccc1 (configuration not stated) | 1% | 0% | -14%
Cc1cccc2cc(CN(Cc3cccs3)C(=S)NCc3ccco3)c(=O)[nH]c12 | -8% | -21% | ?
C/C(=N\NC(=O)c1ccccc1OCCOc1ccccc1)c1ccccc1F | -6% | -19% | ?
COc1ccc(C(=O)n2nc(-c3ccco3)nc2SC)cc1OC | 1% | ? | ?
Cc1ccc(S(=O)(=O)[N-]c2nc3ccccc3nc2-[n+]2cc(C)cc(C)c2)cc1 | -3% | -1% | -4%
Cc1ccc2c(=O)cc(C(=O)Nc3sc4c(c3C(=O)NCc3ccccc3)CCCC4)oc2c1C | 25% | -7% | 2%
O=C(NCCN1CCN(C(=O)c2ccc(F)cc2)CC1)C(=O)NCc1ccccc1 | 5% | -5% | 5%

An excerpt from further up, for reference:
Structure | FEN1 inh | KAT2A inh | TDP1 cell CPT
COc1ccc(C(=O)n2nc(-c3ccco3)nc2SC)cc1OC | 1% | ? | ?
Cc1ccc(S(=O)(=O)[N-]c2nc3ccccc3nc2-[n+]2cc(C)cc(C)c2)cc1 | -3% | -1% | -4%
Cc1ccc2c(=O)cc(C(=O)Nc3sc4c(c3C(=O)NCc3ccccc3)CCCC4)oc2c1C | 25% | -7% | 2%
O=C(NCCN1CCN(C(=O)c2ccc(F)cc2)CC1)C(=O)NCc1ccccc1 | 5% | -5% | 5%

Next section:
Structure | FEN1 inh | KAT2A inh | TDP1 cell CPT
Cn1c2cc(Br)sc2c2cnn(Cc3ccc(F)cc3F)c(=O)c21 | -23% | 3%&-7% | ·
O=C(O)CSCC(=O)N1CCCN(c2nc3ccc(Cl)cc3s2)CC1 | 1% | -2% | 17%
Cc1nnc(NC(=O)CSc2nnc(CNC(=O)c3ccc(F)cc3)o2)s1 | 1% | -4% | -7%
Cc1occc1-c1nnc(SCC(=O)NC2CCCC2)n1C | 4% | -1% | -5%
O=C1/C(=C/c2cccnc2)CC/C1=C\c1cccnc1 | -3% | -9% | ?
O=C(NCC1CCCO1)c1nc(Cn2ccc([N+](=O)[O-])n2)no1 (configuration not stated) | 19% | -2% | 5%
CC(C)C(=O)NC(=O)[C@@H]1CCCN1C(=O)/C=C/c1ccccc1 | -3% | -2% | 11%
COc1ccc(C(=O)NC(CC(=O)O)c2cc([N+](=O)[O-])ccc2Cl)cc1 (configuration not stated) | -8% | -6% | 0%
CN1CC(=O)N(CC(=O)Nc2ccc(OCc3ccccc3)cc2)C1=O | -1% | -2% | 5%
CC(=O)c1cccc(NC(=O)Cn2cc3c(n2)CCCC3)c1 | -1% | -5% | -16%
CCC(=O)N1CCc2cc(S(=O)(=O)N3CCN(c4cc(C)ccc4C)CC3)ccc21 | -3% | -2% | 0%
COc1ccc(N2CCN(CC(=O)Nc3nnc(-c4ccccc4)s3)CC2)cc1 | -4% | 2% | -18%
COc1ccc(S(=O)(=O)N2CCCCC2)cc1NC(=O)c1ccc2ccccc2n1 | 3% | 1% | 15µM*
O=C1NC[C@H](Cc2ccc(O)cc2)N(CC2CCCCC2)C1=O | -3% | -2% | 1%
O=C(NCCOC(=O)C1COc2ccccc2O1)c1cccnc1 (configuration not stated) | -7% | -2% | -2%

An excerpt of these results, with two lines to a compound:
Every second line gives: FEN1 inh	KAT2A inh	TDP1 cell CPT
Cc1nnc(NC(=O)CSc2nnc(CNC(=O)c3ccc(F)cc3)o2)s1
→ 1%	-4%	-7%
O=C(NCCOC(=O)C1COc2ccccc2O1)c1cccnc1 (configuration not stated)
→ -7%	-2%	-2%
COc1ccc(N2CCN(CC(=O)Nc3nnc(-c4ccccc4)s3)CC2)cc1
→ -4%	2%	-18%

(listing goes on)
Structure | FEN1 inh | KAT2A inh | TDP1 cell CPT
Cc1nnc(NCCc2ccccc2)[nH]c1=O | 0% | -4% | -14%
COc1cc(NC(=O)c2cccs2)ccc1NC(=O)Cc1ccccc1 | -14% | -10% | 0%
COc1ccccc1C1C2=C(CC(C)(C)CC2=O)N(CC(=O)O)C2=C1C(=O)CC(C)(C)C2 | 3% | -13% | 2%
CCOC(=O)c1sc(NC(=O)CCC(=O)O)nc1C | 0% | 12% | 2%
Cc1ccc(C)c(NC(=S)NNC(=O)c2csc(C)c2)c1 | -2% | -2% | ?
CCOc1cc(CNc2ncc(-c3ccc(OC)cc3)n2C)ccc1O | 13% | -6% | ?
Cc1nn(CC#N)c(=O)n1N(C)c1ncc(C(F)(F)F)cc1Cl | 4% | -3% | 10%
COC(=O)C1CN(S(=O)(=O)c2ccc(NC(C)=O)cc2)CCS1 (configuration not stated) | 0% | -1% | -23%
CCc1ccc(Nc2nnc(SCC(=O)N(C)CC(=O)Nc3ccccc3CC)s2)cc1 | 5% | -6% | 18µM*
CCCS(=O)(=O)N1CCC(C(=O)NCCCN2CCC(Cc3ccccc3)CC2)CC1 | 8% | -12% | -12%
CC(=O)NCC(=O)N(Cc1ccco1)C1(C(=O)NC2CCCCC2)CCCCC1 | 6% | -8% | -8%
CCOc1ccc(Br)cc1C1NC(=O)c2c(sc3c2CCN(C)C3)N1 (configuration not stated) | 4% | -11% | ?
COc1cccc(C(C(=O)NC2CCCC2)N(C(=O)c2ccco2)c2ccc(-n3cnnn3)c(C)c2)c1OC (configuration not stated) | 6% | -10% | ?
O=C(Nc1cc(Cl)ccc1-n1cncn1)c1ccc(F)c(S(=O)(=O)N2CCOCC2)c1 | 0% | -6% | 2%
O=C(CN1CCN(C(=O)C2CCCO2)CC1)Nc1ccc(F)cc1 (configuration not stated) | -16% | -1% | 12%
COc1ccc(-c2ccc(C#N)c(SCC(=O)Nc3sc4c(c3C#N)CCC4)n2)cc1OC | -10% | -2% | 23µM*
C=C(C)CN(CC)C(=O)CN1C(=O)NC(C)(c2ccc3ccccc3c2)C1=O (configuration not stated) | -2% | -4% | -26%
CN(C)/C=N/c1ncc(C(=O)c2ccc(Cl)cc2Cl)s1 | -1% | -15% | -17%
Cc1ccccc1S(=O)(=O)Cc1ccc(C(=O)NCc2cccnc2)o1 | 11% | -18% | -16%
CCc1sc(C(=O)N2CCN(c3ncccn3)CC2)cc1Br | 12% | -24% | ?
